OX1R antag-1 – antagonists of human orexin 1 receptor; inhibition, % at 5 µM; 330,000 tested, 0.43% active; CHO/OX1R cells, Fluo-8 calcium fluorescence, orexin A; AID 434989;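 active means inhibition above its plate's threshold, mean inhibition of all tested compounds on the plate plus 3 SD, cut at about 37% in these data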;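 further: 0% = orexin A challenge wells and 100% = SB-334867-A antagonist wells; not every result past the cut was called active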
Target sequence (O43613 whole entry, looked up): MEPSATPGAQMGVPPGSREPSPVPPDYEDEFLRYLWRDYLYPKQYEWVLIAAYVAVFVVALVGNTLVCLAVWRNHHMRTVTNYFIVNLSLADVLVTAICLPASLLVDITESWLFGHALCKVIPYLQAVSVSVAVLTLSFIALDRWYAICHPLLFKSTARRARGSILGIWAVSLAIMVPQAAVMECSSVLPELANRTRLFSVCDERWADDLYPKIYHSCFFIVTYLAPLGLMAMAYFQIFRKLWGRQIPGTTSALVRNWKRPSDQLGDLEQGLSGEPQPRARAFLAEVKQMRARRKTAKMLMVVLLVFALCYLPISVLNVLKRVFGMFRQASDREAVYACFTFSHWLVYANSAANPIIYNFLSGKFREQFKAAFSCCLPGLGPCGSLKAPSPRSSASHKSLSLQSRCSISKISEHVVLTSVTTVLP
OX1R antag-2 – antagonists of human orexin 1 receptor (OX1R). OX1R-expressing cells, FRET antagonist read-out. 330,000 tested, 1.8% active. inhibition, % at 6.6 µM. AID 485270; in the data active means inhibition mostly above about 38%, no sharp cut-off; inactive means mostly below about 40%;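 further: 0% = agonist challenge alone and 100% = reference antagonist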
STK33 kinase inh – inhibitors of human STK33 kinase. Q9BYT3. purified STK33, MBP phosphorylation, ADP-Glo luminescence. inhibition, % at 10 µM. 320,000 tested, 0.073% active;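 active means inhibition at or above 25%, using the most active replicate where run in duplicate; inactive means inhibition below 25%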
Target sequence (Q9BYT3 whole entry, looked up): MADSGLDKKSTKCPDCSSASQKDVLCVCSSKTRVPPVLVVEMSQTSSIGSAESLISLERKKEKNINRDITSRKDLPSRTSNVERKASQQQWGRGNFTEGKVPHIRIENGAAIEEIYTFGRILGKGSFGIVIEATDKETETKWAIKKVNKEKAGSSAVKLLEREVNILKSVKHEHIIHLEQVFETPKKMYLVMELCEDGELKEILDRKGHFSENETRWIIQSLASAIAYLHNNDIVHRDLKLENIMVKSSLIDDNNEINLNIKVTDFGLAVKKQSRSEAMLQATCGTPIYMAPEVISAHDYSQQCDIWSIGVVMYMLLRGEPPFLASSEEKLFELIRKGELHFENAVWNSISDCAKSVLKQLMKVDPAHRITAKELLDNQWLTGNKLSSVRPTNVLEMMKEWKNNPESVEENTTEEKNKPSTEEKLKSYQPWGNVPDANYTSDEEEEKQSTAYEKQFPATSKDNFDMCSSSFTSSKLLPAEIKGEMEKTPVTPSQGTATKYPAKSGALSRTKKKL
* hit, by the source's call; . = not tested or not shown.

SMILES	OX1R antag-1	OX1R antag-2	STK33 kinase inh
Cc1cc(C)n(/N=C/c2ccccc2)c(=O)c1C#N	-5	9	-1.7
CC1(C)CC(=O)C(C2(O)C(=O)N(Cc3ccccc3)c3ccccc32)CO1 (stereo not drawn)	-9	14	0.3
CC(C)c1ccc(/C=C2\SC(=S)N(CCC(=O)NCCCn3ccnc3)C2=O)cc1	-25	4	-0.7
Cc1cc(Cl)ccc1NC(=O)C1CCCN1C(=O)c1cccs1 (stereo not drawn)	-63	5	6.9
CCOC(=O)n1c(SCC(N)=O)nc2ccccc21	0	7	-0.8
Cc1nc2cc(NCc3ccc(Cl)cc3)ccc2n1C	-10	6	-0.3
COc1ccc(C(=O)Oc2cc(/C=N/NC(N)=S)ccc2OC)cc1	-19	24	1.5
O=C1CCC/C(=N\NC(=O)c2ccc(NS(=O)(=O)c3ccc(Br)cc3)cc2)C1	-11	-1	-1.5
Cc1ccc(C(=O)NC(=S)NCCCN2CCOCC2)cc1	-9	12	0.2
COc1ccc(OC)c(NC(=O)c2sc3nc(Cc4ccccc4)cc(C(F)(F)F)c3c2N)c1	2	2	-0.6
O=c1c2cc(NC(=S)N3CCCCCC3)ccc2nc2n1CCCCC2	-16	-1	-1.0
COc1ccccc1NC(=S)N1CCN(c2ccccn2)CC1	-6	13	5.9
CCN1CCN(C(=O)c2nn(-c3ccc(C)cc3)c(=O)c3c2c2ccccc2n3C)CC1	-28	18	-1.3
COc1cccc(CNC(=O)c2cc(C)nc3ccccc23)c1	-26	31	0.2
O=c1c2ccc(Cl)cc2[nH]c(=S)n1CCC1=CCCCC1	-6	15	-0.9
O=C(CNc1cc(S(=O)(=O)N2CCOCC2)ccc1N1CCOCC1)Nc1cccc(C(F)(F)F)c1	-6	6	-1.2
CN=C(C)/C(C(=O)OC)=C(/O)c1ccccc1F	10	3	6.2
CSc1ccc(/C=C(\C#N)C(=O)NC2CCCCC2)cc1	-73	6	8.9
OCCC1CN(Cc2cc3ccccc3o2)CCN1Cc1ccc(F)cc1 (stereo not drawn)	-31	7	0.0
CN(C)c1ccc(C(=O)Nc2nnc(C3=COCCO3)o2)cc1	-8	4	-0.6
N#C/C(=C\c1ccc(-c2ccc(S(=O)(=O)N3CCOCC3)cc2)o1)C(=O)NC1CC1	-13	13	-1.6
N/C(=N\OC(=O)c1ccc(Cl)cc1Cl)c1ccccn1	-22	5	5.5
CCN(CC)C(=O)CN(c1cc(Cl)ccc1OC)S(C)(=O)=O	-22	2	-0.4
CC(=O)NCCN1C(=O)S/C(=C\c2cccs2)C1=O	0	49	-1.5
C=CCn1c(=O)c2ccc(C(=O)NCc3ccccc3)cc2n(Cc2ccc(Cl)cc2)c1=O	-23	5	-0.6
COc1ccccc1NC(=O)NCc1nc(-c2ccc(C(F)(F)F)cc2)no1	-10	25	0.0
COC(=O)c1cc2ccsc2n1Cc1nc(-c2ccc(OC)cc2)oc1C	-15	14	1.6
CNc1ccc(Br)cc(C(=O)/C=C/c2ccc(OC)cc2)c1=O	-14	33	0.4
Cn1ccnc1SCC(=O)Nc1ccc(Br)cc1C(F)(F)F	-9	8	-1.0
COc1ccc2nc(/N=C/c3cccc(OC)c3O)sc2c1	-9	1	-0.9
COC(=O)c1ccc(C2c3[nH]c4ccccc4c3C[C@H]3C(=O)N(C4CCN(Cc5ccccc5)CC4)CC(=O)N23)cc1 (stereo partly drawn)	-3	17	-0.1
COc1ccc(CNC(=O)c2cccc(NC(=O)CC3SC(N4CCCCC4)=NC3=O)c2)cc1 (stereo not drawn)	-32	5	-1.8
C[C@@H](CN=[N+]=[N-])CN1CC[C@H](NC(=O)OCc2ccccc2)CCC1=O	-10	36	0.8
CC(C)(C)c1ccccc1NC(=S)NC1CCCC1	-9	19	-2.1
CCOC(=O)c1ccccc1N/C=C/C(=O)c1cccs1	-41	38	4.4
CCOc1ccc(CC(=O)NC2CCN(Cc3ccccc3)CC2)cc1	-35	-8	0.2
CC(=O)c1ccc(N(CC(=O)NC2CCCC2)C(=O)CCC(=O)Nc2cc(C)on2)cc1	-4	9	0.3
Cc1ccsc1/C=N/NC(=O)CC(=O)NCC(C)C	-3	21	0.0
Cc1ccnc(NC(=O)c2ccc(S(=O)(=O)NCc3ccco3)cc2)c1	-14	15	-1.2
Cc1nnc(NC(=O)c2ccc(Br)cc2)s1	-8	7	-0.6
CC(C)Oc1ccc(CSC(=N)N)cc1	-7	14	0.0
CCc1ccccc1NC(=O)CCc1nc(-c2cccs2)no1	-8	12	0.1
Cc1ccnn1CC(=O)N/N=C/c1ccco1	-4	10	-1.4
O=C(COC(=O)c1ccc2ccccc2n1)c1ccc(F)cc1	-7	7	-0.7
CCOc1ccccc1CN1CCN(CC2=Cc3cc(OC)ccc3OC2)CC1CCO (stereo not drawn)	-31	13	-0.3
Cc1cccc(N2CCN(Cc3nc(CC4CC4)no3)CC2)n1	-8	20	-1.9
O=C(Nc1cccc(S(=O)(=O)NCc2ccco2)c1)c1cc(-c2ccccc2)nc2ccccc12	46*	78*	0.0
CCc1ccc(C2=C/C(=C/c3cccnc3)C(=O)O2)cc1	-4	10	-0.3
Cc1cc(C)c2c(=O)[nH]c(SCC(=O)Nc3ccc(N(C)C)cc3)nc2n1	-16	9	-0.6
Cc1ccc(-n2c(SCc3ccc(C(=O)O)cc3)nnc2-c2ccncc2)cc1	-14	15	-0.6
N#CNc1nc(O)cc(=O)[nH]1	-5	-8	0.1
CCCOc1ccc2[nH]cc(C(=O)O)c(=O)c2c1	-8	22	0.5
CCOC(=O)C1CCN(C(=S)Nc2ccc(Cl)cc2C)CC1	-15	14	-0.1
CC1=NN(c2ccc(S(=O)(=O)O)cc2Cl)C(=O)C1	-10	2	-3.2
Cc1ccn(CC(=O)O)c(=O)c1	-12	5	-5.1
CSc1nnc2c(n1)OC(c1cn(C)c3ccccc13)N(C(C)=O)c1ccccc1-2 (stereo not drawn)	-11	13	-1.3
Cc1cc(OCCCC(=O)NCCN2C(=O)S/C(=C\c3cccnc3)C2=O)ccc1Cl	94*	98*	-0.4
C/C(=C\c1ccccc1)C(=O)c1c(C)cc(C)[nH]c1=O	-11	12	-1.0
Cc1ccsc1C(=O)NCC(C)(C)N1CCOCC1	-17	0	0.6
CN(N)c1nc(-c2ccccc2)cc(-c2ccccc2)n1	-11	15	-0.8
Next section:
SMILES	OX1R antag-1	OX1R antag-2	STK33 kinase inh
COC(=O)c1c(C)[nH]c(C(=O)/C=C/c2ccc(Cl)cc2)c1C	-19	9	.
CCCC(=O)Nc1ccc(Cl)c(NC(=S)NC(=O)c2cc3ccccc3o2)c1	-16	8	-0.9
COc1cc(CCC(=O)NNC(=O)c2ccc(C)cc2)cc(OC)c1OC	-8	6	-0.8
CCCCCNC(=O)C1CCC(Cn2c(=S)[nH]c3ccccc3c2=O)CC1 (stereo not drawn)	-31	-1	2.8
Cc1ccc(-n2c(-c3cnccn3)n[nH]c2=S)cc1	-7	-5	-2.3
CN1c2ccccc2N(C)C1(C)c1ccccc1	-23	36	-0.4
COc1cc([N+](=O)[O-])cc(/C=N/NC(=O)C(C)Nc2ccccc2C)c1O (stereo not drawn)	-2	29	-1.1
CCOc1ccc2nc(N3C(=O)/C(=C/c4ccccc4)NC3=S)sc2c1	6	16	-1.5
O=C(c1ccc(Br)cc1)c1cc2ccc(O)cc2oc1=O	-2	1	0.1
CC(C)(C)c1ccc(C(=O)N/N=C/c2ccc(OCCCF)cc2)cc1	-15	0	-1.2
COc1ccc(C2/C(=C(/O)c3ccc(C)cc3)C(=O)C(=O)N2c2ccccn2)cc1OC (stereo not drawn)	-9	14	0.4
CCN(Cc1ccccc1)C(=O)c1ccccc1C	-17	2	-3.7
O=C(Cc1ccc(Cl)cc1)NCCc1c[nH]c2ccccc12	-15	11	0.2
C=CCNC(=O)COC(=O)c1cccnc1Nc1ccccc1F	-14	18	-3.5
COC(=O)c1c(NC(=O)CSc2nnnn2-c2ccccc2)sc2c1CCC(C)C2 (stereo not drawn)	-9	2	-0.5
O=c1c2cc(NC(=S)NC3CCCC3)ccc2nc2n1CCCCC2	-34	15	-2.4
COCCn1c(=NC(=O)c2ccc(S(=O)(=O)N3CCCc4ccccc43)cc2)sc2cc(S(C)(=O)=O)ccc21	-13	-1	-1.6
O=C(/N=C1\NC(=O)C(F)(C(F)(F)F)S1)NC1CCCCC1 (stereo not drawn)	7	1	-2.3
O=c1c2c(-c3ccccc3)csc2ncn1/N=C/c1cccc([N+](=O)[O-])c1O	-12	11	.
COCc1nc2c([nH]1)c(=O)n(C)c(=O)n2CC(C)C	-5	14	-0.4
O=C1CS/C(=C\S(=O)(=O)c2ccc(Cl)cc2)N1	-10	16	-0.5
CCCCNC(=O)N1CCN(c2ncccn2)CC1	-7	15	0.1
O=C(CCc1nnc2ccc(N3CCC4(CC3)OCCO4)nn12)NCc1ccc(F)cc1	-7	14	-2.9
COc1cc(NC(=O)CN(c2ccc(C)cc2)S(=O)(=O)c2c(C)nn(C)c2C)cc(OC)c1	-18	3	-1.1
COc1ccc(/C=C2/N=C(SCC(=O)Nc3cc(C)on3)N(c3ccccc3)C2=O)cc1	-27	9	-0.3
c1nnc(-c2ccc3c(c2)OCO3)o1	-7	15	-0.5
Cc1cccc(C)c1-n1nnnc1C1(Nc2ccccc2)CCCCC1	31	20	-0.5
CCCCSc1nnc([C@H](C)NC(=O)OC(C)(C)C)o1	-33	5	1.2
O=C1c2ccccc2C(Nc2ccc(S(=O)(=O)N3CCOCC3)cc2)N1c1cccnc1 (stereo not drawn)	-27	1	-0.3
Cc1cc(-c2nc3cccnc3s2)ccc1NS(=O)(=O)c1ccc2c(c1)OCCO2	-3	32	15
O=S(=O)(c1cccc(Cl)c1Cl)N1CCCCC1	-8	3	-1.1
CSCCC1NC(=O)N(CC(=O)Nc2cccc3ccccc23)C1=O (stereo not drawn)	-12	-4	-0.9
CCOC(=O)/C(=N\Nc1ccccc1[N+](=O)[O-])c1csc(Nc2ccccc2)n1	-11	23	-0.3
O=C1NC(N2CCOCC2)=N/C1=C/c1ccc2c(c1)OCO2	-1	40	1.8
CCCCN(C)CCNC(=O)CSCc1ccc(C)cc1	-13	7	-0.7
O=C(O)CCC(=O)Nc1nc2ccc([N+](=O)[O-])cc2s1	-4	79*	4.0
Cc1ccc2cc(C)c(NCCO)nc2c1	-13	5	-6.9
COc1ccccc1C(=O)Nn1c(-c2cccs2)nc2ccccc2c1=O	-22	10	-2.3
S=c1[nH]nc(-c2ccc3c(c2)OCO3)n1-c1ccccc1	-9	15	-1.3
Cc1ccnc(NS(=O)(=O)c2cccc3nsnc23)c1	4	127*	0.4
CCOc1ccc(NCc2cccn2-c2nnc(N3CCC(C(=O)NCCCN4CCCCC4CC)CC3)s2)cc1 (stereo not drawn)	-34	13	3.2
Cc1cccc(OCC(=O)N2CCCc3ccccc32)c1	-15	5	-1.1
O=C(Nc1ncc(Cc2ccc(SC(F)F)cc2)s1)c1ccccc1	8	14	-1.1
Cc1cc(C(=O)Nc2ccccc2C(=O)O)ccc1NC(=O)COc1cccc([N+](=O)[O-])c1	1	8	0.9
COc1cc(/C=N/Nc2ccc(Cl)c(C(=O)O)c2)ccc1OC(=O)c1ccc(F)cc1	4	8	-2.3
COc1ccccc1CNC(=S)Nc1ccc(S(N)(=O)=O)cc1	-5	1	2.2
O=C(CCc1ccccc1)Nc1cc(NC(=O)CCc2ccccc2)cc(C(=O)O)c1	-10	23	0.3
CCCn1c(N)c(C(=O)CSc2nnnn2-c2ccc(O)cc2)c(=O)n(C)c1=O	-4	6	0.0

Seven entries from above in another layout:
Values run as follows: OX1R antag-1	OX1R antag-2	STK33 kinase inh
- C/C(=C\c1ccccc1)C(=O)c1c(C)cc(C)[nH]c1=O
→ -11	12	-1.0
- Cc1ccsc1C(=O)NCC(C)(C)N1CCOCC1
→ -17	0	0.6
- CN(N)c1nc(-c2ccccc2)cc(-c2ccccc2)n1
→ -11	15	-0.8
- COC(=O)c1c(C)[nH]c(C(=O)/C=C/c2ccc(Cl)cc2)c1C
→ -19	9	.
- CCCC(=O)Nc1ccc(Cl)c(NC(=S)NC(=O)c2cc3ccccc3o2)c1
→ -16	8	-0.9
- COc1cc(CCC(=O)NNC(=O)c2ccc(C)cc2)cc(OC)c1OC
→ -8	6	-0.8
- CCCCCNC(=O)C1CCC(Cn2c(=S)[nH]c3ccccc3c2=O)CC1 (stereo not drawn)
→ -31	-1	2.8

Three compounds out of the list, ordered by heavy-atom count, lowest first.
SMILES	OX1R antag-1	OX1R antag-2	STK33 kinase inh
Cc1ccc2cc(C)c(NCCO)nc2c1	-13	5	-6.9
Cc1ccnc(NS(=O)(=O)c2cccc3nsnc23)c1	4	127*	0.4
O=C(Nc1ncc(Cc2ccc(SC(F)F)cc2)s1)c1ccccc1	8	14	-1.1

Next part.
SMILES	OX1R antag-1	OX1R antag-2	STK33 kinase inh
C=C(C)CSc1nnc(-c2ccc(C)cc2)n1N	-16	5	-1.6
Cc1cc(C)cc(NC(=O)C2CCN(C(=O)c3cccs3)CC2)c1	-20	21	-0.6
O=C1CC(SC(=NCc2ccc3c(c2)OCO3)Nc2ccccc2)C(=O)N1 (stereo not drawn)	-11	21	0.4
O=c1c2ccccc2c(C=NCc2ccccn2)c(O)n1-c1ccccc1Cl	-26	20	-1.8
O=C1CC(Cc2ccc(Cl)cc2)C(=O)N1c1ccncc1 (stereo not drawn)	-13	30	-0.2
CCC(C)NC(=O)CSc1nc(-c2cccs2)cc(C(F)(F)F)n1 (stereo not drawn)	-22	21	-0.5
COc1cccc(CN2CCNC(=O)C2CC(=O)N(C)CCC2CCOCC2)c1OC (stereo not drawn)	-11	7	-1.2
CC(C)NC(=O)Nc1ccc2c(c1)C(=O)N([C@H](C)CO)C[C@H](C)[C@@H](CN(C)S(=O)(=O)c1ccc(F)cc1)O2	-9	2	-0.9
Cc1ccc(S(=O)(=O)c2cc3cc(Br)ccc3oc2=O)cc1	-5	17	.

Screening data as filed in PubChem.
